# Bioassay records deposited in PubChem by several laboratories.
# cytoskel mod = alters cytoskeleton assembly in HUVEC cells | HUVEC TNFa F-actin phalloidin imaging, high content | inhibition, % at 2 µM | actives 0.18% (n = 91,000) | AID 836;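 active = inhibition above the batch mean plus 3 SD and confirmed as a hit by visual image inspection, cut at about 30% in these data, passing the limit was not always enough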; also: strong numbers were not always called active
# Pyk2 oligo antag = Pyk2 (human) oligomerization antagonism; Q14289; Q293 cells, Pyk2 FERM NanoBiT luminescence; active compounds read low; z-score (the deposit names both 25 µM and 10 µM); actives 0.83% (n = 99,000); AID 1347419;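 active = Z-score of -3 or lower, scaled per plate to the spread of control and sample wells; inactive = z-score above -3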;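 also: negative z-score means lost luminescence so less FERM oligomerization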
# LYP act = activators of human LYP (PTPN22) phosphatase; activation, % at 2 µM; recombinant LYP, DiFMUP fluorescence; 0 = plate median, 100 = signal doubled; Q9Y2R2; actives 0.11% (n = 96,000);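 active = activation at 2 µM above a set limit, the mean plus 5 SD, cut at about 37% in these data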
# PTPN22 inh 2 = LYP (human) phosphatase inhibition; inhibition, % at 2 µM; Q9Y2R2; actives 0.21% (n = 96,000); recombinant LYP catalytic domain, DiFMUP fluorescence;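 active = inhibition at 2 µM at or above a set limit, the screen mean plus 3 SD, cut at about 24% in these data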;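 also: 0% = DMSO with enzyme and 100% = enzyme fully blocked by orthovanadate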
# FAK inh = blocks human focal adhesion kinase activity. inhibition, %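 (tested at 7 µM)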. biochemical FAK kinase activity assay. actives 0.84% (n = 97,000); in the data active = inhibition above about 19%;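 also: 0% = DMSO and 100% = reference compound high control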
# EphB4 ephrin blk = antagonists of human EphB4-ephrin-B2 interaction. P54760. EphB4 LBD / TNYL-RAW-Alexa532 peptide, fluorescence polarization. inhibition, % at 7 µM. actives 0.15% (n = 97,000);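 active = inhibition above the screen-wide mean inhibition plus 3 SD, cut at about 15% in these data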;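 also: 0% = DMSO wells and 100% = excess unlabeled TNYL-RAW peptide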
# PLK1 kinase inh = blocks human PLK1 kinase activity. recombinant PLK1 kinase, TR-FRET peptide phosphorylation. inhibition, % at 10 µM. actives 0.53% (n = 97,000). AID 619;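 active = inhibition of 50% or more in the single-concentration screen; inactive = inhibition below 50%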;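 also: 0% = DMSO max control and 100% = H-89 dihydrochloride min control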
# Target sequence (P53350 whole entry, looked up): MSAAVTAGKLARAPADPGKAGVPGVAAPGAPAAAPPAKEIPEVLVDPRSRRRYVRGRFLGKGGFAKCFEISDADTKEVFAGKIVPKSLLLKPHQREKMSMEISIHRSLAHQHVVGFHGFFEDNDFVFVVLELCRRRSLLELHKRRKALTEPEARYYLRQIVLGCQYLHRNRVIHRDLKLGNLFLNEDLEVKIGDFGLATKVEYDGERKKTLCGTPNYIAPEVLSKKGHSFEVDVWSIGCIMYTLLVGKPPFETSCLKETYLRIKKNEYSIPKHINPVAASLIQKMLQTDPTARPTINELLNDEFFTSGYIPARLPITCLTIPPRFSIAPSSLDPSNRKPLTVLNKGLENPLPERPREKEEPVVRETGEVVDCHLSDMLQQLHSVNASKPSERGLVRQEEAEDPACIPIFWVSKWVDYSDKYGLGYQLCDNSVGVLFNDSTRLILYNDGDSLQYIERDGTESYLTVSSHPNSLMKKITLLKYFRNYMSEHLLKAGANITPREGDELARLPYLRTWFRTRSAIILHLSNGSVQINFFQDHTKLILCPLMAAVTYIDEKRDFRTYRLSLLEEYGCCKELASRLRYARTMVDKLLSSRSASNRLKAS
# Plk1 PBD FP = blocks phosphopeptide binding to human Plk1 polo box domain. actives 0.13% (n = 97,000). inhibition, %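 (tested at about 20 µM)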. Plk1 PBD phosphopeptide binding, fluorescence polarization. P53350; in the data active = inhibition above about 34%, passing the limit was not always enough
# Rev-RRE block = inhibitors of HIV-1 Rev-RRE RNA interaction. Rev peptide-RRE RNA binding, FRET. inhibition, % at 8 µM. actives 0.79% (n = 97,000). AID 704;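 active = inhibition above the screen-wide mean plus 3 SD, cut at about 35% in these data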;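 also: 0% = median DMSO wells and 100% = median Neomycin B control wells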
# Target sequence (P05866 whole entry, looked up): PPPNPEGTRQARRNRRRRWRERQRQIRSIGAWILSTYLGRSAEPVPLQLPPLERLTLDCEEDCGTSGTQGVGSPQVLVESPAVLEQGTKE
#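 Test system – labelled RRE RNA duplex and labelled Rev peptide · Reagent – labelled Rev peptide · Doses – one concentration, 8 µM nominal · Incubation – 5 + 15 min at 25 °C · Signal – FRET fluorescence readout · Read-out basis – % inhibition of FRET ratio versus controls · Control set – DMSO wells as 0% and neomycin B wells as 100% inhibition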
# Numbers without * were called inactive; · = not tested or not shown; [ ] = remark or other dose.
# Under each structure – cytoskel mod | Pyk2 oligo antag | LYP act | PTPN22 inh 2 | FAK inh | EphB4 ephrin blk | PLK1 kinase inh | Plk1 PBD FP | Rev-RRE block
[1] Cc1ccc(-c2noc(CSc3nnc(Cc4ccccc4)n3-c3cccc(C)c3)n2)cc1
→ 6 | 0.92 | -3 | 2 | -1 | 4 | -6 | 12 | 7
[2] COc1ccc(C)cc1NC(=O)Nc1ccccc1
→ · | -1.1 | -2 | 3 | 1 | 3 | -4 | 1 | 5
[3] CCOC(=O)N1CCC(NCCNC(=O)c2ccccc2Cl)CC1
→ -2 | -0.12 | -3 | 6 | 0 | -7 | -7 | -10 | 5
[4] Cc1ccc(-n2c(SCc3ccc([N+](=O)[O-])cc3)nc3ccccc3c2=O)cc1
→ 2 | -0.44 | -2 | 6 | -9 | 0 | 2 | 4 | -3
[5] COC(=O)C1CCN(CC(N)=O)CC1
→ 8 | 0.6 | -1 | 2 | -1 | 1 | -12 | 14 | 11
[6] COc1ccc(OC)c(-c2cc(C(=O)NCCCn3ccnc3)no2)c1
→ -51 | -0.34 | 1 | -4 | 5 | 6 | 3 | 11 | 9
[7] CCOC(=O)c1ccc(Nc2nc(=O)c3cccnc3s2)cc1
→ -22 | -1.4 | -10 | 13 | 2 | -3 | -1 | 25 | 3
[8] S=C(Nc1ccc(N2CCOCC2)cc1)Nc1ccc2nc(-c3ccco3)c(-c3ccco3)nc2c1
→ -5 | -1.5 | -8 | 10 | 4 | 2 | 0 | -46 | 104*[fluorescence artefact?]
[9] CC1(C)CC(=O)C(C(C#Cc2ccccc2)C2=C(O)CC(C)(C)CC2=O)=C(O)C1
→ 8 | -0.44 | 3 | -1 | -6 | -7 | -12 | -8 | 0
[10] C/C(=N/NS(=O)(=O)c1ccc(C)cc1)c1cccc(NC(=O)c2cccc(Cl)c2)c1
→ 12 | 0.94 | 8 | -4 | 0 | 0 | -3 | -1 | 5
[11] CCOc1ccc(-n2cc(C(=O)Nc3cccc(C)n3)c3cc(OC)c(OC)cc3c2=O)cc1
→ 18 | 1.4 | -5 | 4 | 4 | 2 | -9 | 9 | 2
[12] CC1CN(C2CCN(S(=O)(=O)c3ccccc3)CC2)CC(C)O1 (stereo not given)
→ 16 | 0.17 | -2 | 1 | 2 | 1 | -12 | 22 | 4
[13] O=C(c1ccc(S(=O)(=O)N2CCCCC2)cc1)N1CCCc2ccccc21
→ -1 | -0.7 | 4 | -4 | 1 | 3 | -9 | -4 | 4
[14] COc1ccc(Cl)cc1C(=O)NCC(C)C
→ 0 | 1.6 | 1 | 0 | -3 | -9 | 6 | 0 | 4
[15] CC(/C=C/c1ccccc1)=N\Nc1nc(-c2ccccc2)cs1
→ -28 | -0.59 | 0 | 4 | -4 | -4 | -14 | -9 | 2
[16] CCOc1ccc(C(=O)NCCc2ccccc2)cc1
→ -7 | 1.5 | 2 | -3 | -2 | 2 | 9 | -5 | 4
[17] CCOC(=O)c1ccc(CC(=O)c2oc3cc(O)ccc3c2C)o1
→ 32 | -0.64 | -2 | -1 | -3 | -5 | 5 | -13 | 9
[18] CCOC(=O)CC1=C(C(=O)OCC)C(c2ccncc2)C(C#N)=C(N)O1 (stereo not given)
→ -18 | 0.35 | 2 | -5 | -4 | -7 | -14 | 5 | 4
[19] CC1(C(=O)O)CCC(C(=O)Nc2ccc(S(N)(=O)=O)cc2)C1(C)C (stereo not given)
→ -15 | 0.24 | -2 | 1 | 11 | 1 | -18 | 1 | 4
[20] CCCCCOc1ccc(Br)cc1/C(C)=N/NC1=NCCN1
→ 49* | 0.92 | -9 | 7 | 2 | 1 | -3 | 2 | 2
[21] C=CCn1c(N)c(C(=O)OC(C)(C)C)c2nc3ccccc3nc21
→ -7 | -0.62 | 4 | -2 | 2 | 6 | -38 | 14 | 17
[22] Cc1ccc(NC(=O)c2cc(N3CCOCC3)nc3ccccc23)cc1
→ 32 | 1.1 | -5 | 4 | 2 | 0 | -9 | -26 | 7
[23] CCCCN1C(=O)C(O)=C(C(C)=O)C1c1ccccc1 (stereo not given)
→ · | -0.63 | 8 | -6 | -1 | 5 | 4 | -23 | -1
[24] Cc1ccccc1C(=O)Oc1ccc(Sc2ccc(O)cc2)cc1
→ -2 | · | 14 | -16 | 2 | -1 | -9 | 9 | 16
[25] O=C(NCc1cccnc1)c1sc2cc(Cl)ccc2c1Cl
→ -14 | -1.3 | 11 | -7 | 0 | 2 | 14 | 15 | -2
[26] O=C1CS/C(=N\c2ccccn2)N1C1CCCCC1
→ 4 | -0.75 | 2 | -3 | 1 | 1 | -8 | -29 | 0
[27] O=C1C(C23CC4CC(CC(C4)C2)C3)C(=O)N(c2ccccc2)N1c1ccccc1
→ 1 | -1.7 | 2 | -7 | 0 | 0 | -3 | 9 | 2
[28] O=C(CCCCCCCC(=O)NCC1CCCO1)NCC1CCCO1 (stereo not given)
→ 1 | 0.07 | -1 | -2 | 1 | -15 | -3 | -13 | -2
[29] CCOC(=O)C(CCCOc1ccccc1C)C(=O)OCC
→ -6 | 0.5 | 8 | -10 | 1 | -3 | -14 | -18 | 4
[30] Cc1cc(C)c(S(=O)(=O)c2c(C)cccc2C)c(OCC(C)C)n1
→ · | -2.2 | · | · | -6 | 6 | -8 | -4 | 9

# Next section.
item	Compound	cytoskel mod	Pyk2 oligo antag	LYP act	PTPN22 inh 2	FAK inh	EphB4 ephrin blk	PLK1 kinase inh	Plk1 PBD FP	Rev-RRE block
31	CC(C)(C)c1ccc(OCC(=O)O)cc1	2	-0.15	0	-1	-2	-1	-12	-20	6
32	Oc1ccc(/C=N/NC(=S)NCc2ccco2)cc1	-17	-0.08	-5	8	-3	-3	-2	-4	0
33	CCN1CCN(c2cc(C)c3cc(NC(=O)c4ccc5c(c4)OCO5)ccc3n2)CC1	3	·	1	-4	1	0	0	21	7
34	Nc1nnc(SCc2ccc(F)cc2)n1-c1ccccc1	8	-1.1	11	-10	1	1	-14	-10	1
35	COC(=O)c1ccccc1NC(=O)C1CC(=O)N(c2ccc(C)c(C)c2)C1 (stereo not given)	3	0.76	11	-8	0	3	-2	-9	17
36	CC1CCCN(S(=O)(=O)c2coc(C(N)=O)c2)C1 (stereo not given)	0	·	8	-11	-2	-6	-9	-4	4
37	COCCNS(=O)(=O)c1cc(OC)c(Cl)cc1Cl	4	·	6	-8	0	3	-8	-23	4
38	CC(=O)Nc1ccc(NC(=O)C(C)OC(=O)CN(C)S(=O)(=O)c2ccc(Cl)cc2)cc1 (stereo not given)	-4	0.06	6	-6	-2	14	-16	-5	8
39	CCCCN=C(C)C1=C(O)CSC1=O	-7	0.34	-3	2	-7	3	-8	0	4
40	Nc1cccc2c1C(=O)N(C(=O)c1cccc(S(=O)(=O)N3CCCC3)c1)C2=O	-1	0.27	9	-6	5	-3	-6	3	-1
41	Cc1ccc(NC(=O)C2CCN(S(=O)(=O)c3cccc4cccnc34)CC2)nc1	0	·	10	-9	5	0	-8	15	5
42	COCCCn1ccc(O)c(Cc2ccc(F)cc2)c1=O	11	1.1	2	1	0	-4	-5	-10	7
43	Cc1ccc(Cn2cccc(NC(=O)NC3CCCCC3)c2=O)cc1	-10	0.37	4	-2	-5	-10	-3	-22	9
44	COC(=O)C1CCN(C(=O)Cc2ccc(OC)c(OC)c2)CC1	-5	0.76	-4	2	-1	0	-6	24	5
45	O=C(Nc1cccnc1)c1ccccc1F	23	1.7	1	-3	0	-8	3	1	9
46	O=S(=O)(NCc1cccs1)c1cccc2cccnc12	-42	-1.6	8	-11	-4	-2	-8	2	2
47	CC(=O)Nc1ccc(N/C=C/C(=O)C(C)(C)C)cc1	2	-0.82	-4	3	0	-2	-7	6	1
48	Cc1ccc(C)c(NC(=O)C2CC(O)CN2C(=O)OC(C)(C)C)c1 (stereo not given)	·	-0.54	3	-4	1	-4	-16	-26	-1
49	Cc1nc2cc(-c3ccccc3)nn2c(C)c1CCC(=O)NCc1ccco1	16	·	4	-7	-7	-9	-1	26	4
50	O=C(CC1NCCNC1=O)Nc1ccc2c(c1)OCCO2 (stereo not given)	-3	-0.2	-6	5	-3	7	-4	-24	10
51	COc1cc(C2C(C#N)=C(N)Oc3c2ccc2ccccc32)ccc1OCC(=O)Nc1ccccc1C (stereo not given)	10	-0.62	2	1	4	7	-9	-7	1
52	Nc1cc(N)nc(SCC(=O)N2CCN(C(=O)c3ccco3)CC2)n1	-7	-0.37	14	-12	1	-4	-16	-10	7
53	O=C(CCN1C(=O)c2cccnc2C1=O)NC1CCCCCC1	0	-0.04	-8	6	-1	2	4	9	4
54	COc1ccc(S(=O)(=O)N2CCCCC2C(=O)O)cc1OC (stereo not given)	4	-0.27	-10	8	1	6	-16	-15	5
55	CC(/C=N/N1CCN(c2ccccc2)CC1)=C\c1ccccc1	4	0.02	-4	7	-7	1	-11	-13	8
56	O=C(NCc1ccccn1)c1c(O)c2cccc3c2n(c1=O)CC3	0	0.81	0	0	-1	-10	-11	-4	1
57	CC(C)NC(=O)/C(=C/c1ccco1)c1ccccc1	-9	-0.66	-4	7	2	-2	-9	4	-1
58	CC(C)(C)c1ccccc1NC(=O)c1ccco1	25	0.7	3	-2	1	-12	-6	-13	9
59	C=CCn1c(CNC(=O)c2cccs2)nnc1SCC(=O)c1ccc(Br)cc1	12	0.77	-8	10	3	-3	-12	-2	8
60	O=C(C1CCCN(Cc2ccccc2)C1)N1CCCCC1 (stereo not given)	-1	-0.04	0	-1	1	1	-11	2	14
61	CC1(C)CC(=O)C2=C(C1)NC(=O)CC2c1ccc(F)cc1 (stereo not given)	16	0.4	-1	-1	-2	-3	-11	-11	7
62	Cc1cc(C)n(CC2CC(=O)N(c3ccc(F)c(Cl)c3)C2=O)n1 (stereo not given)	-11	1.5	6	-9	5	2	-9	16	-3
63	CCOC(=O)C1CCCN(C(=O)c2cn(C)c3ccc(S(=O)(=O)N(C)C)cc3c2=O)C1 (stereo not given)	7	·	10	-13	-5	-1	-2	8	2
64	CN(C1CCCCC1)S(=O)(=O)c1ccc(NC(=O)c2ccc(Br)o2)cc1	9	-1.1	8	-4	-1	6	2	14	10
